AI-2 QS modul = modulators of Vibrio harveyi AI-2 quorum sensing system; Vibrio harveyi JMH597 AI-2 luminescence/OD600 ratio, 9 h; hits give low values; strain lacks LuxN and CqsS sensors; 0 = neutral-control median; 0.4% of 300,000 active; activity change, % at 7.5 µM; in the data active = activity change below about -75%, passing the limit was not always enough; inconclusive = no clear call, values can overlap the other calls;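 also: luminescence divided by OD600 gain over 9 h not by final OD600 alone; inactives centre near 13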
HSF-1 act = increases HSF-1 driven luciferase reporter signal; activation, % at 9 µM; 1.7% of 300,000 active; NIH3T3-HGL HSF-1 luciferase reporter, MG132, 8 h; 100% = twice DMSO control signal;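 active = mean replicate activation of at least 50% with a set share of replicates each reaching 50%; inconclusive = only one of those two conditions met; inactive = mean below 50% and too few replicates reaching it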;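 also: 0% = median of the neutral control wells and 100% = twice that signal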
GSK3 alpha inh = human GSK-3 alpha kinase inhibition | 0.1% of 320,000 active | inhibition, % at 10 µM | ADP-Glo luminescence, 60 min | AID 2650 | P49840;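 in the data active = inhibition above about 50%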;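 also: GST-tagged GSK-3 alpha with peptide substrate and 25 µM ATP; 0% = DMSO neutral wells and 100% = GW8510 positive control wells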
Target sequence (P49840 whole entry, looked up): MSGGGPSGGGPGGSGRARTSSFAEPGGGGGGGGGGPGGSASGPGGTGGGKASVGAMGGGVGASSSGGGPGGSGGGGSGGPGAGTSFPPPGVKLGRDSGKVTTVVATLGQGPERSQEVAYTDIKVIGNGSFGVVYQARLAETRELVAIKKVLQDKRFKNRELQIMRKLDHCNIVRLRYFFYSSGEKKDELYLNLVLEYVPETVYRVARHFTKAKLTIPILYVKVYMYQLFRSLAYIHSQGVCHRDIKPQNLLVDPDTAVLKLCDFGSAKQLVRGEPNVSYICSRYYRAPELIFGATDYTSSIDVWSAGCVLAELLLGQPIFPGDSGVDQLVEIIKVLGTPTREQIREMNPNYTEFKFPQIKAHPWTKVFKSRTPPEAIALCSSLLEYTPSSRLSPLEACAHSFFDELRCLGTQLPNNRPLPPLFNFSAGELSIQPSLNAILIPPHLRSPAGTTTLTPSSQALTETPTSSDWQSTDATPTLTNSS
HSF1 inhib = HSF1 inhibition. NIH3T3-HGL HSE-luciferase, MG132-induced, luminescence 8 h; hits give low values. activity change, negative = inhibition, % at 7.5 µM (by protocol). 0.77% of 300,000 active. AID 2098;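 active = more than half of replicate wells show activity change below -50%, luminescence cut by over half; inconclusive = some wells, but at most half, below -50%; inactive = no replicate well below -50%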;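 also: luciferase reports HSF-1 transcriptional activity via heat shock element; 0% = median of DMSO wells and -100% = zero luminescence signal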
aSyn 5UTR inh = MLPCN primary screen, SNCA 5' untranslated region; alpha-synuclein 5'UTR reporter, inhibitor activity; inhibition, % (tested at 7.5 µM); 0.82% of 300,000 active; AID 1813; in the data active = inhibition above about 60%; inconclusive = no clear call, values can overlap the other calls;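 also: H4 neuroglioblastoma cells stably carrying SNCA 5'UTR luciferase fusion; 0% = DMSO wells and 100% = positive control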
KLF5 inh = inhibitors of KLF5 expression | DLD-1 KLF5 promoter-luciferase reporter, luminescence | inhibition, % at 5 µM | 0.23% of 290,000 active | AID 1700;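 active = inhibition above a per-plate limit of that plate's mean compound inhibition plus 3 SD, cut at about 60% in these data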;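 also: 0% = DMSO wells and 100% = LY294002 at 200 µM; higher means less KLF5 promoter-driven luciferase light; inactives centre near -14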
PolyA inh = blocks polyadenylation in yeast reporter cells; S. cerevisiae SKY197-pL101 polyadenylation reporter, beta-gal luminescence; efflux-impaired pdr1/pdr3 knockout yeast; score 100 = 6 SD above DMSO; 0.02% of 300,000 active; calls only at 12 µM;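 active = lowest replicate activity score at least 50, where 100 means six control SD above control mean; inconclusive = lowest score under 50 but half or more replicates reach 50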;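 also: yeast exposed to compound for 9 h at 30 °C; higher score means more reporter readthrough which indicates perturbed polyadenylation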
IEC-6 cytotox = counter-screen for KLF5 inhibitors: cytotoxicity in IEC-6 cells; IEC-6 cytotoxicity, luminescence viability; inhibition, % at 5 µM; 0.78% of 290,000 active; AID 1825; in the data active = inhibition above about 22%;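 also: 0% = plate median of test compound wells and 100% = cytotoxic reference compound wells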
HSP90 refold inh = inhibitors of HSP90 luciferase refolding in rabbit reticulocyte lysate; luciferase refolding luminescence, 3 h; inhibition, % at 5.6 µM; 0.91% of 290,000 active;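 active = inhibition above the screen-wide mean plus 3 SD, computed separately per campaign, cut at about 16% in these data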;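 also: 0% = DMSO wells and 100% = 60 µM geldanamycin wells; inhibitors lower the luminescence because luciferase stays unfolded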
GSK3beta inhib = inhibitors of human GSK3beta kinase | P49841 | AID 2097 | GST-GSK3beta kinase, ADP-Glo luminescence, 60 min; hits give low values | 0.038% of 300,000 active | activity score (negative = inhibition), % at 10 µM;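 active = more than half of replicate wells score below -50%, meaning over 50% inhibition versus plate controls; inconclusive = some replicates but at most half score below -50%; inactive = no replicate scores below -50%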;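 also: 0% = median DMSO wells and -100% = median GW8510 positive control wells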
Target sequence (P49841 whole entry, looked up): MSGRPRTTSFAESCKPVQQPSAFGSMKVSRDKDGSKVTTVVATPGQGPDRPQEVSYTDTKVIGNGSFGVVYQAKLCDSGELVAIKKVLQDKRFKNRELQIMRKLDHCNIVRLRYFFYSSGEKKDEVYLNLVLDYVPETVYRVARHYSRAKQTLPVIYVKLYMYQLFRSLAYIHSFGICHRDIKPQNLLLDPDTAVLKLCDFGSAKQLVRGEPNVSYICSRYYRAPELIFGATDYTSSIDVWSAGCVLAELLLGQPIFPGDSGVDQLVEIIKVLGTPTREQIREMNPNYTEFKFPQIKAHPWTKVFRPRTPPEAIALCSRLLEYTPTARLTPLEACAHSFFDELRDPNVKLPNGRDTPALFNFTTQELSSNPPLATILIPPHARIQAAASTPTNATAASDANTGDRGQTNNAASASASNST
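Test system: GST-tagged human GSK3beta kinase, cell-free; evaluation: activity score scaled between in-plate DMSO and GW8510 controls; measured by: ADP-Glo luminescence; incubation: 60 min reaction, RT; benchmarks: DMSO and 20 µM GW8510; reagent: peptide substrate plus 25 µM ATP (final); medium: Tris/MgCl2 kinase buffer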
Numbers without * were called inactive; i = inactive; ? = inconclusive; / = no result given.

Values run as follows: AI-2 QS modul	HSF-1 act	GSK3 alpha inh	HSF1 inhib	aSyn 5UTR inh	KLF5 inh	PolyA inh	IEC-6 cytotox	HSP90 refold inh	GSK3beta inhib
- O=C(Cc1ccccc1)NCC(=O)Nc1cccc(Cl)c1
    24	0	-1	-1	-13	-19	i	6	-2	-1
- O=C(O)c1ccccc1N1C(=O)c2cccc3cccc(c23)C1=O
    -4	8	0	-7	9	-26	i	5	1	0
- O=C(CNC(=O)c1cccs1)NCC(=O)OCc1ccccc1Br
    32	-4	-2	2	7	-25	i	-4	4	5
- CCOc1ccc(N=Nc2cc(C(C)C)ccc2O)cc1
    13	-1	-1	-6	-30	17	i	2	1	0
- CC(=O)N1CCc2c(sc(NC(=O)CS(=O)(=O)c3ccc(F)cc3)c2C(N)=O)C1
    6	-13	/	-7	1	/	i	/	/	-3
- O=C(CSc1nccn(-c2ccc(Br)cc2)c1=O)Nc1ccccc1F
    36	9	/	0	-7	/	i	/	/	3
- Cc1nc(CC(=O)NNS(=O)(=O)c2ccc3ccccc3c2)cs1
    -3	-28	0	-10	21	-1	i	-10	-7	-3
- CN(CCO)c1ncnc2nc[nH]c12
    12	-8	7	-5	-7	-23	i	-3	-4	0
- C/C(=N/NC(=O)CNC(=O)c1ccco1)c1ccc(Cl)cc1
    5	?	-1	16	12	2	i	2	-1	-2
- COc1ccc2c(c1)CCc1c(C(=O)NCCCn3ccnc3)noc1-2
    12	-6	-4	-5	-41	-24	i	7	6	2
- Cc1cccc(N2CC(C(=O)Nc3ccc4c(c3)OCO4)CC2=O)c1C (stereo unspecified)
    11	-11	0	-5	23	-8	i	-2	-2	3
- CC(C)c1ccccc1NC(=O)COC(=O)c1cc(=O)[nH]c(=O)[nH]1
    -3	-5	-1	-7	14	-1	i	0	2	-3
- CC(=O)Nc1ccc(S(=O)(=O)N(C)CC(=O)OCC(=O)c2cc(C)n(-c3ccc4c(c3)OCO4)c2C)cc1
    45	-11	2	-7	20	-12	i	-1	-1	-1
- Cc1ccc(NS(=O)(=O)c2ccc3c(c2)n(C)c(=O)c(=O)n3C)c(C)c1
    15	8	6	-1	-1	-1	i	1	3	-2
- CC(C)N1C(=O)CCC1C(=O)N1CCCc2ccccc21 (stereo unspecified)
    28	-8	-4	-1	-14	-21	i	0	-1	-2
- Cc1cc(=O)oc2c(C)c(OCC(=O)N3CCN(c4ccccc4)CC3)ccc12
    /	-13	-1	-6	11	-7	i	-6	-5	1
- Cc1ccc(-c2nnc(N3CCOCC3)c3ccccc23)cc1S(=O)(=O)N(C)C
    16	1	/	-7	17	-35	i	0	1	-2
- CCn1c(SCC(=O)Nc2ccc3c(c2)OCO3)nc2ccccc21
    17	-2	-1	8	20	-11	i	4	1	-1
- O=C1CC(SCc2nc3ccccc3[nH]2)C(=O)N1c1cccc(F)c1 (stereo unspecified)
    29	25	4	33	-18	-23	i	5	0	-8
- O=C(O)c1ccc2c(=O)n3c(nc2c1)/C(=C/c1cccc(Cl)c1Cl)CCCC3
    11	10	0	15	-32	-4	i	-9	1	3
- COc1cccc(-n2c(Cc3cc(=O)[nH]c(=O)[nH]3)nnc2SCC(=O)N2CCCCC2)c1
    23	-13	-2	-6	-35	-6	i	5	0	1
- O=c1cc(-c2ccccc2[N+](=O)[O-])oc2ccccc12
    33	-5	/	-4	-10	-9	i	12	-2	-2
- Cc1cc(C(=O)NCC(c2ccco2)N(C)C)ccc1[N+](=O)[O-] (stereo unspecified)
    23	-6	-1	-2	9	-12	i	-4	0	-1
- COc1ccc(-c2cc(C(=O)N/N=C/c3cccnc3)c3ccccc3n2)cc1
    35	/	/	/	/	-38	/	13	-3	-22
- CCN=C(NCC)SC1CC(=O)N(CCc2ccccc2)C1=O (stereo unspecified)
    29	0	-1	-5	-31	/	i	/	/	-4
- O=C(C(=O)N1CCCc2ccccc21)c1c[nH]c2ccccc12
    21	20	0	-4	-37	13	i	7	5	1
- O=c1[nH]c2ccccc2n1CCCSCCCn1c(=O)[nH]c2ccccc21
    3	-21	1	-2	12	6	i	-6	-1	1
- Cc1cc(NC(=O)CN2CC(C)OC(C)C2)n(-c2nc3ccccc3s2)n1 (stereo unspecified)
    16	5	-1	-10	16	1	i	0	2	-2
- COc1ccccc1C(CNC(=O)c1cccc(S(=O)(=O)Nc2ccc(C)cc2)c1)N(C)C (stereo unspecified)
    18	0	2	-1	-4	-6	i	5	1	0
- O=C(Nc1cc(-c2nc3ncccc3o2)ccc1Cl)c1cccs1
    14	-7	1	0	-28	-20	i	8	0	2
- COc1ccc(C(=O)NNC(=O)C(=O)NC(C)c2ccccc2)cc1OC (stereo unspecified)
    27	6	-4	7	25	-13	/	-2	1	0
- COc1ccc(Sc2ccc(/C=C3\C(=O)NN(c4ccccc4)C3=O)o2)cc1
    22	20	-2	18	-35	-10	i	-6	3	0
- CC(C)C(c1nnnn1Cc1ccccc1)N1CCN(Cc2ccc3c(c2)OCO3)CC1 (stereo unspecified)
    19	10	2	4	10	-13	i	-3	-1	0
- CN(C(=O)COC(=O)/C=C/c1ccc2ccccc2n1)C1CCS(=O)(=O)C1 (stereo unspecified)
    16	6	1	5	-32	-1	i	-1	-1	1
- CCNc1nc(Cl)nc(NC2CCCCC2)n1
    30	-14	3	1	12	-39	i	-8	-3	-2
- Cc1nc(CCNC(=O)CC2C(=O)NCCN2Cc2ccccc2)nc2c1CCC2 (stereo unspecified)
    14	-2	/	-2	22	-24	i	2	5	-2
- Fc1nc(F)c(F)c(NCCCNc2c(F)c(F)nc(F)c2F)c1F
    3	-5	-1	2	37	2	i	-5	-6	-1
- COc1c(C)cc(C(=O)C2CCCN(S(=O)(=O)c3c(C)noc3C)C2)cc1C (stereo unspecified)
    12	-13	1	3	-4	-13	i	9	4	-2
- COc1ccc(-n2nnnc2SCC(N)=O)cc1
    2	-2	-1	-5	41	10	i	1	3	0
- COC(=O)c1cc(NC(=O)C2(S(=O)(=O)c3ccc(C)cc3)CC2)cc(C(=O)OC)c1
    13	-2	-2	12	2	-11	i	1	-2	-3
- Cc1cc(C)nc(NS(=O)(=O)c2ccc(NC(=O)c3cc4c(=O)n5cccc(C)c5nc4n3C)cc2)n1
    27	-2	-2	-8	-1	-36	i	-15	-5	4
- O=C1c2ccccc2C(=O)N1CSc1nnnn1-c1ccccc1
    9	22	-1	5	-1	-1	i	6	-1	0
- COc1ccc(CC(=S)NCCc2ccccc2)cc1
    -19	2	1	1	-22	-34	i	3	-2	0
- CSc1ccc(CN2CCN(C(=O)c3ccc([N+](=O)[O-])cc3)CC2)cc1
    2	-7	2	1	0	2	/	4	-1	0
- CC(=O)c1cccc(NC(=O)c2oc(C)nc2C)c1
    19	-6	-1	-8	-27	-18	i	1	-2	-1
- CN(C)C(=O)c1cn(-c2ccc(Cl)cc2)c(=O)c2ccccc12
    16	-1	-2	2	8	2	i	6	0	5
- CCc1ccc(NC(=S)N(Cc2cccc(Br)c2)CC2CCC(C(=O)O)CC2)cc1 (stereo unspecified)
    60	26	-6	9	-10	2	i	4	2	1
- Cc1ccc(S(=O)(=O)N(C(=O)c2ccco2)c2cc3sc(=O)oc3c3ccccc23)cc1
    5	38	3	17	-7	-21	i	-3	-2	-1
- COc1ccc(CN2CCN(Cc3cn(C)nc3-c3ccccc3)CC2CCO)c(C)c1C (stereo unspecified)
    21	-8	-3	-7	-14	-8	i	6	5	-7
- O=C(O)C1CCCCC1C(=O)NCCCCc1ccccc1 (stereo unspecified)
    14	-1	-5	3	14	-2	i	4	3	2
- O=C(c1cc(COc2cccc(C(F)(F)F)c2)on1)N1CCC(Oc2cccnc2)CC1
    18	-6	-2	0	10	-33	i	8	-2	/
- Cc1c(Cl)cccc1NC(=S)NC1CCN(Cc2ccccc2)CC1
    -1	-14	1	7	22	6	i	-4	3	-1
- O=C(NCCc1ccccc1)C(=O)c1cn(CC(=O)N2CCCC2)c2ccccc12
    8	52*	-20	18	8	-30	i	6	1	-1
- CC(C)(C)N=C1NN=C(c2cc3ccccc3o2)CS1
    19	-50	-2	-34	-74	-163	i	-3	20*	2
- Cc1cc(Br)cc(C)c1OCC(=O)NNC(=O)c1cccs1
    16	7	0	-3	8	-27	i	1	4	0
- Cc1ccc(Cn2nnnc2CN2CCC(NC(=O)C(C)(C)C)CC2)cc1
    13	8	-3	3	13	-22	i	0	7	-2
- CN1C(=S)SC(N2OC3C(=O)N(c4ccccc4)C(=O)C3C2c2ccccc2)C1(C)C (stereo unspecified)
    18	6	-2	8	-3	-15	i	0	2	1
- CNS(=O)(=O)c1cccc(C(=O)OCC(=O)NC2CCCC2)c1
    39	25	-3	1	-3	-6	i	0	3	0
- CCC(=O)Nc1nc(C)c(Oc2ccccc2)c(=O)[nH]1
    23	-19	-1	-3	10	-20	i	-7	1	2
- CCc1ccccc1NC(=O)/C(=C/c1ccccc1)c1ccccc1
    1	19	-3	1	40	5	i	2	5	1

Carrying on.
Values run as follows: AI-2 QS modul	HSF-1 act	GSK3 alpha inh	HSF1 inhib	aSyn 5UTR inh	KLF5 inh	PolyA inh	IEC-6 cytotox	HSP90 refold inh	GSK3beta inhib
- CCOc1ccc(NC(=O)NCC2CCN(Cc3ccc(F)cc3)CC2)cc1
    16	-24	-3	-9	22	-5	i	2	5	0
- COCc1ccc(C(=O)NC2CCCc3c2cnn3-c2cc(C)cc(C)c2)s1 (stereo unspecified)
    14	17	/	-2	4	-24	i	7	0	6
- COCC(=O)N1CCC(Oc2ccc(C(=O)NCCCC3CCCC3)cc2)CC1
    -8	4	1	-7	29	-26	i	-2	-2	1
- CC(C)(C)OC(=O)N1CCCN(C(=O)Nc2cccc(Cl)c2)CC1
    21	8	-5	0	-22	-16	i	1	-2	1
- C=CCOc1c(CNc2ccc3[nH]c(=O)[nH]c3c2)cccc1OC
    5	-16	1	-14	10	-1	i	-3	-3	0
- CN(C)S(=O)(=O)c1cccc(NC(=O)CNC2CCCCC2)c1
    -7	-14	/	4	-19	5	i	0	5	0
- C#CCOCCOCCOCCNc1nc(N2CCN(C(=O)[C@H](CCC(=O)O)n3cc(C(N)[C@H](C)CC)nn3)CC2)nc(N2CCN(C(=O)[C@H](Cc3cc4ccccc4[nH]3)n3cc(C(N)[C@H](C)CC)nn3)CC2)n1 (stereo partly specified)
    12	6	-1	-6	-16	-10	i	-3	0	1
- COc1ccc(C2CC(=O)C3=C(C2)NC(C)=C(C(=O)Nc2ccccc2C)C3c2coc3ccc(C)cc3c2=O)cc1OC (stereo unspecified)
    /	/	0	/	/	2	/	2	1	/
- CCCCN(C(=O)c1oc2ccc(OCC)cc2c1C)c1c(N)n(CC(C)C)c(=O)[nH]c1=O
    3	11	-1	1	-1	/	/	/	/	0

Some of the compounds tested; count on the stated rates, not on these rows.
